Screens as filed in PubChem BioAssay.
TRb SRC2 PPI = disrupts binding of human TR beta to SRC2; Potency, µM (titrated, usually from 106 µM), for the others: at the highest dose activity change, negative = inhibition, actives largely listed as inhibitors; AID 1469; P10828; 280,000 tested, 0.065% active; TRbeta-SRC2 peptide binding, fluorescence polarization; receptor liganded with 1 µM T3;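 note: plate controls were bound peptide for no effect and peptide without receptor for full effect; nearly all actives have a fitted effect of over 50% in size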
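Human TRb LBD (0.6 uM) plus Texas Red-labeled SRC2 peptide (20 nM), 1uM T3, 5% DMSO, 5 hr at ambient temperature. Decreased polarization (555/632 nm) flags inhibition; data normalized to free and bound peptide controls.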
RGS12 GoLoco inh = RGS12 GoLoco-Gai1 interaction inhibition; Gai1:RGS12 GoLoco peptide FP, rhodamine, 10 min; 230,000 tested, 0.44% active; Potency, µM (series often up to 61.6 µM), for inactives: top-dose activity, negative = inhibition, actives largely listed as inhibitors; P63096; active = well fitted inhibition curve with a large enough effect, not every such curve was filed as active; inactive = no such curve, though single readings can be large or run the other way; note: nearly all actives have a fitted effect of over 30% in size; many of its hits are not listed in these tables
L3MBTL1 inh = inhibitors of human L3MBTL1; AlphaScreen L3MBTL1–H3K9me1 peptide binding; Potency, µM (series often up to 57.1 µM), for inactives: top-dose activity, negative = inhibition, actives largely listed as inhibitors; 230,000 tested, 0.66% active; note: nearly all actives have a fitted effect of over 60% in size
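AlphaScreen assay: L3MBTL1 (50 nM final) was preincubated 30 min at room temperature with biotinylated H3(1-15)K9me1 peptide (75 nM final), then 30 min with library compounds; streptavidin donor and nickel chelate acceptor beads (10 ug/mL final) added, 30 min dark.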
Tau fibril ThT = blocks human tau fibril formation measured by thioflavin T; P10636; Potency, µM (top dose mostly 57.4 µM), for the others: at the highest dose activity, negative = inhibition, hits mostly inhibitors; 270,000 tested, 2.1% active; recombinant tau K18 P301L, heparin-induced fibrillization, ThT fluorescence; note: nearly all actives have a fitted effect of over 55% in size
Target sequence (P10636 561-689 P618L limits assumed): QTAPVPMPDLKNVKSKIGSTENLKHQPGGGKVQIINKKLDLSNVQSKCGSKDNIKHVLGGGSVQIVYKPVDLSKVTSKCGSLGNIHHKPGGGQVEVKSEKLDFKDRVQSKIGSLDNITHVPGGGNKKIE
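ThT emission at 510 nm, taken 1 hr after adding 30 uM dye, quantifies aggregates formed when 20 uM heparin acts on human tau K18 P301L for 6 hr at 37 C.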
JMJD2E inh = inhibitors of human JMJD2E histone demethylase; JMJD2E catalytic domain, FDH-coupled NADH fluorescence (FDH is formaldehyde dehydrogenase); Potency, µM (highest dose often 57.1 µM), for the others: at the highest dose activity change, negative = inhibition, usual class: inhibitors; 230,000 tested, 1.6% active; active = well fitted inhibition curve with a large enough effect, not every such curve was filed as active; inconclusive = small, poorly fitted or top-dose-only effect, or another doubt; inactive = no such curve, though single readings can be large or run the other way;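 note: 0% = wells with enzyme and -100% = buffer wells without enzyme; nearly all actives have a fitted effect of over 50% in size; many of its hits are not listed in these tables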
TR SRC2 fluor cs = counter-screen for TRb-SRC2 inhibitors: fluorescence interference | AID 1479 | TRb/SRC2 Texas Red total fluorescence interference | Potency, µM (series often up to 106 µM), for the others: top-dose fluorescence change, negative = quenching | 280,000 tested, 0.29% active; active = well fitted curve in either direction with a large enough effect; inconclusive = small, poorly fitted or top-dose-only effect
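Human TRb ligand-binding domain at 0.6 uM with 20 nM Texas Red SRC2 peptide in Tris buffer containing 1 uM T3 and 5% DMSO, incubated with compound 5 h at ambient temperature. Total fluorescence (555/632 nm) calculated as parallel + 2 × perpendicular.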
Tau fibril FP = blocks human tau fibril formation measured by polarization | Potency, µM (doses to about 57.7 µM), without a hit: at the top dose activity, negative = inhibition, most hits filed as inhibitors | K18 P301L tau heparin fibrillization, Alexa594 FP, 6 h | P10636 | 280,000 tested, 0.39% active | AID 1468; note: nearly all actives have a fitted effect of over 55% in size
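Compound effects on tau fibrillization are measured by Alexa 594 fluorescence polarization (ex 555, em 632 nm). K18 P301L tau is used at 15 uM with 0.24 uM labeled tracer, and 20 uM heparin induces aggregation over 6 hr at 37 C.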
RECQ1 helicase = blocks DNA unwinding by human RECQ1 | P46063 | RECQ1 DNA unwinding, red fluorescence kinetic read | Potency, µM (doses to about 57.3 µM), without a hit: top-dose activity, negative = inhibition, usual class: inhibitors | 240,000 tested, 0.54% active | AID 2549;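 note: plate controls were vehicle for no effect and no enzyme for full effect; nearly all actives have a fitted effect of over 30% in size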
Target sequence (P46063 whole entry, looked up): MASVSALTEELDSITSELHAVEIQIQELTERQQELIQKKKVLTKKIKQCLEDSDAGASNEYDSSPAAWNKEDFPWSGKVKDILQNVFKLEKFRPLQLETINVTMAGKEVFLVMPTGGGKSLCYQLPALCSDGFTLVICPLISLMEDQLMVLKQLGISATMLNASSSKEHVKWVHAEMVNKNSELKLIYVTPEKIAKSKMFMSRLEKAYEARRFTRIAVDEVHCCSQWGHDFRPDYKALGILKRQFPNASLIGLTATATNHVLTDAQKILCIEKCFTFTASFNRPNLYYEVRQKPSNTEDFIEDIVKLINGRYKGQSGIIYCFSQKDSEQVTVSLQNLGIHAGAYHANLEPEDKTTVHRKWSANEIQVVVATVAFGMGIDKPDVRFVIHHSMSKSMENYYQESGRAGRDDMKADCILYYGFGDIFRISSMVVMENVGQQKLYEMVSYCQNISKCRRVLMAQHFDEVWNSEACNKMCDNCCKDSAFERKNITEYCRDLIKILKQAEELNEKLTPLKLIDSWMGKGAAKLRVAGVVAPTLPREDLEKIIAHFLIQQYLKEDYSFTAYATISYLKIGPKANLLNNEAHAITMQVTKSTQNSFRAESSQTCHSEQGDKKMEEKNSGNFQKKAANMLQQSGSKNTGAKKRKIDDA
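RECQ1T1 50 nM; forked duplex (20 bp + 30-nt ss tails) 200 nM, ATP 2 mM final; pH 8.0, 2 mM MgCl2, 2.5 ug/ml poly(dI-dC); 15 min compound preincubation; discontinuous kinetic read over 2 h at RT.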
* marks the source's active call; other numbers are inactive results; i = inactive; ? = inconclusive; / = not tested or not shown; & = joins results of further samples; [ ] = dose if it differs, or a comment. Unless noted, calls come from the whole dose curve; as a rule, active = well fitted curve in the direction sought with a large enough effect; inconclusive = small, poorly fitted or top-dose-only effect, or another doubt; inactive = no such curve, though single readings can be large; an effect the other way counts as inactive or inconclusive. Unless noted, % is set by controls: 0 for no effect and ±100 for the full control effect; potency is the fitted concentration of half-maximal effect. This is a subset; the hit share may differ from the screen's.

Assay codes: A = TRb SRC2 PPI; B = RGS12 GoLoco inh; C = L3MBTL1 inh; D = Tau fibril ThT; E = JMJD2E inh; F = TR SRC2 fluor cs; G = Tau fibril FP; H = RECQ1 helicase
mol: CCOC(=O)C1CCCN(CC(=O)Nc2c(C(=O)OC)[nH]c3ccc(C)cc23)C1 (stereo unspecified)
  A: -1%; B: 0%; C: -9%; D: -18%; E: ?; F: 1%; G: 18%; H: -3%
mol: COc1ccc(CNc2ccc(C)cc2)cc1Br
  A: -8%; B: -4%; C: ?; D: 7%; E: -1%; F: 1%; G: -10%; H: 9%
mol: COC(=O)C(Cc1ccc(OC(=O)c2ccc(C(F)(F)F)cc2)cc1)N1Cc2ccccc2C1=O (stereo unspecified)
  A: -1%; B: 0%; C: 0%; D: ?; E: -11%; F: 0%; G: -3%; H: -6%
mol: Cc1cc(Cl)cc2c1NC(=O)[C@]21[C@@H]2C(=O)N(Cc3ccccc3)C(=O)[C@@H]2[C@@H]2CCCN21
  A: -6%&13%; B: 28%&23%; C: /; D: ?; E: -18%&-16%; F: -4%&-3%; G: 6%&2%; H: 0%&-1%
mol: O=C(CCCCCN1C(=O)c2ccccc2C1=O)NCc1ccco1
  A: 0%; B: 2%; C: 2%; D: -1%; E: -3%; F: -1%; G: -1%; H: -1%
mol: CCCCOc1ccc(N2C(=O)CC(N(CCc3ccccc3)C(=O)/C=C/C(=O)O)C2=O)cc1 (stereo unspecified)
  A: -3%; B: 8%; C: ?; D: -2%; E: 6%; F: -1%; G: 11%; H: -2%
mol: COc1ccc(N(CC(=O)N2CC=C(c3ccccc3)CC2)S(=O)(=O)c2c(C)noc2C)cc1
  A: 1%; B: 0%; C: 0%; D: -15%; E: 5%; F: -1%; G: 3%; H: -4%
mol: CN(Cc1cc(=O)n2ccsc2n1)C1CCCCC1
  A: -6%; B: 6%; C: -5%; D: -1%; E: 11%; F: -3%; G: 4%; H: i
mol: COc1ccc(C(=O)c2c(C(F)(F)F)oc3c2C(=O)c2ccccc2C3=O)cc1
  A: -3%; B: -17%; C: /; D: ?; E: -1%; F: -7%; G: ?; H: i
mol: COc1cc(/C=C2/C(=O)NN(c3cccc(F)c3)C2=O)ccc1OC(=O)c1ccco1
  A: -5%; B: -3%; C: -8%; D: ?; E: -1%; F: 2%; G: 3%; H: -1%
mol: COc1cc(C2C3=C(CC(C)(C)CC3=O)Nc3c2c(=O)[nH]c(=O)n3Cc2ccccc2)ccc1O (stereo unspecified)
  A: -3%; B: 4%; C: -2%; D: -10%; E: ?; F: -1%; G: 2%; H: -16%
mol: CCC(=O)N1c2ccccc2CC1C(=O)NCCc1ccc(OC)cc1OC (stereo unspecified)
  A: 9%; B: /; C: /; D: 5%; E: /; F: -1%; G: ?; H: /
mol: CC(O)c1nc2ccccc2n1CCCCOc1ccccc1 (stereo unspecified)
  A: 5%; B: 7%; C: -1%; D: -12%; E: 3%; F: -2%; G: -1%; H: -5%
mol: CC1=CC(C)C2(CO)COC(c3cccnc3)C1C2C (stereo unspecified)
  A: -2%; B: 3%; C: 9%; D: -1%; E: 15%; F: -1%; G: -5%; H: 0%
mol: CCN1CCCC1CNC(=O)Cn1cccc1C(=O)c1ccccc1 (stereo unspecified)
  A: -17%; B: -13%; C: -4%; D: -6%; E: -9%; F: 1%; G: -6%; H: -6%

Next entries
Assay codes: A = TRb SRC2 PPI; B = RGS12 GoLoco inh; C = L3MBTL1 inh; D = Tau fibril ThT; E = JMJD2E inh; F = TR SRC2 fluor cs; G = Tau fibril FP; H = RECQ1 helicase
mol: CCc1cc2c(cc3c(=O)n(CC(=O)N4CCCCC4)ncn32)s1
  A: 4%; B: /; C: /; D: -11%; E: /; F: 6%; G: -1%; H: /
mol: Cc1cccc(-c2c3c(=O)n(C)c(=O)n(C)c3c3cccnn23)c1
  A: -3%; B: -1%; C: -1%; D: ?; E: -3%; F: -1%; G: 8%; H: 3%
mol: S=C(NCC1CCCO1)N1CCN(c2cccc(Cl)c2)CC1 (stereo unspecified)
  A: 0%; B: 9%; C: /; D: -13%; E: 8%; F: -1%; G: 8%; H: -6%
mol: O=C(Nc1ccc([N+](=O)[O-])cc1)C1(c2ccccc2)CCOCC1
  A: 7%; B: 5%; C: ?; D: 1%; E: -10%; F: -1%; G: -2%; H: -5%
mol: OC(CCCN1CCC(O)(c2ccc(Cl)cc2)CC1)c1ccc(F)cc1 (stereo unspecified)
  A: -4%; B: 5%; C: 5%; D: 1%; E: 2%; F: -2%; G: 5%; H: -7%
mol: CCS(=O)(=O)N1CCN(CC2CC3C=CC2C3)CC1 (stereo unspecified)
  A: -9%; B: -9%; C: /; D: -8%; E: -29%; F: -2%; G: -1%; H: -10%
mol: Cc1ccc(SCC2(O)CCN(C(=O)c3ccc(Cl)cc3)CC2)cc1
  A: 2%; B: 8%; C: -2%; D: -8%; E: 6%; F: 1%; G: 4%; H: i
mol: CC(/C=N/NC(=O)Cc1cc(=O)[nH][nH]1)=C\c1ccccc1
  A: -8%; B: 11%; C: -8%; D: ?; E: 7%; F: -2%; G: -10%; H: -3%
mol: CCOc1ccc(C2C(C(=O)c3cccs3)=C(O)C(=O)N2Cc2cccnc2)cc1OC (stereo unspecified)
  A: 4%[53 µM]; B: 2%; C: 0%; D: 2%; E: ?; F: -1%[53 µM]; G: 0%; H: i
mol: Cc1cccc(Nc2nc(-c3ccncc3)cs2)c1
  A: 6%; B: -2%; C: /; D: ?; E: 3%; F: -2%; G: ?; H: -3%
mol: COc1ccc(-n2nc([N+](=O)[O-])c(=NCc3ccc4c(c3)OCO4)n2O)cc1
  A: 7%; B: 0%; C: -12%; D: ?; E: 6%; F: 0%; G: 2%; H: ?
mol: CCc1ccc(NC(=O)c2cc3c([nH]c2=O)CC(C)(C)CC3=O)cc1
  A: 3%; B: /; C: /; D: 4%; E: /; F: -19%; G: -12%; H: /
mol: CCOc1cc2sc(N3CCC(C(=O)Nc4ccccc4C(=O)OC)CC3)nc2cc1Br
  A: 5%; B: /; C: /; D: ?; E: /; F: 5%; G: 4%; H: /
mol: COc1ccc(CNC(=O)C(C)Sc2nc(-c3ccccc3)cc(C(F)(F)F)n2)cc1 (stereo unspecified)
  A: 3%[11.2 µM]; B: /; C: /; D: 1%; E: /; F: -20%[11.2 µM]; G: ?; H: /
mol: COc1ccc(C)cc1NC(=O)C1CCC(CNS(=O)(=O)c2ccc3c(c2)CCCC(=O)N3)CC1 (stereo unspecified)
  A: 3%; B: /; C: /; D: -2%; E: /; F: 1%; G: 3%; H: /

(more compounds)
compound,TRb SRC2 PPI,RGS12 GoLoco inh,L3MBTL1 inh,Tau fibril ThT,JMJD2E inh,TR SRC2 fluor cs,Tau fibril FP,RECQ1 helicase
COc1ccc(C2CC(=O)c3cc(-c4nc(-c5cccc([N+](=O)[O-])c5)cs4)c(=O)n(-c4ccccc4C)c3C2)cc1 (stereo unspecified),-16%[53 µM],/,/,-11%,/,89µM*[quencher],1%,/
CCOC(=O)CS(=O)(=O)c1nc(-c2ccccc2)cc(C(F)(F)F)n1,-16%,4%,-2%,?,-14%,0%,?,2%
COc1cccc(NC(=S)N(CCN(C)C)C(C)c2cccnc2)c1 (stereo unspecified),0%,1%,/,-3%,-1%,0%,5%,i
COc1cc(-c2noc(CCCC(=O)NCc3ccccc3)n2)cc(OC)c1OC,-24%,11%,/,1%,2%,-1%,-5%,i
O=c1[nH]c(=O)n(CCOc2ccc(Cl)cc2)cc1Br,3%,4%,7%,-9%,-1%,3%,-9%,0%
O=C1/C(=C/Nc2cccc([N+](=O)[O-])c2)CCc2ccccc21,-16%,-9%,-8%,14µM*,-27%,-2%,9%,-9%
CCOc1ccc2c(c1)C(N(CCN1CCOCC1)C(=S)Nc1ccccc1OC)CC(C)(C)O2 (stereo unspecified),6%,2%,/,-6%,-2%,-3%,3%,-12%
Cc1cc(C)nc(NC(=O)CSc2nn(-c3ccccc3)c(=S)s2)n1,2%,53%[activator],-9%,-7%,-3%,0%,-6%,-2%
O=C(COC(=O)c1ccc(Br)cc1)NCc1ccccc1,0%,0%,5%,-10%,13%,-8%,?,-3%
Cc1ccc(N2C(=O)c3cccc4cccc(c34)C2=O)cc1,6%,-3%,6%,-5%,7%,-1%,3%,-9%
O=C(CN1CCN(S(=O)(=O)c2ccccc2)CC1)Nc1ccccc1C(=O)c1ccccc1,-12%,24%,-9%,-5%,12%,2%,-13%,i
CCOc1ccc(Cn2c(CNS(=O)(=O)c3ccc(CC)cc3)nc3cccnc32)cc1,5%,/,/,-11%,/,-5%,12%,/
N#C/C(=C\c1ccc(Sc2ccccc2)o1)c1nc2ccccc2[nH]1,2%,0%,3%,3%,0%,-11%,?,-7%
Cc1ccccc1NNC(=O)C(=O)NNc1ccccc1C,6%,-9%,-6%,-17%,?,0%,-2%,-2%
c1ccc2sc(NN=C3CCCCCC3)nc2c1,8%,6%,-23%,?,-30%,-2%,8%,i
COc1ccccc1NC(=O)Cn1nc(-c2ccc(Cl)cc2)c2ccccc2c1=O,3%,-5%,/,-15%,-4%,0%,-3%,i
